Source: PubChem (several laboratories)
S1P4 ag – human S1P4 receptor agonism | AID 1509 | activation, % at 4.98 µM | actives 0.35% (n = 220,000) | S1P4-expressing cell line, agonist reporter assay; in the data active = activation above about 11%;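 note: 0% = DMSO vehicle and 100% = reference agonist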
PERK inhibitor – inhibitors of human PERK kinase. CHO PERK-DD fusion, SEAP luminescence translation reporter. inhibition, % at 5.6 µM. actives 0.17% (n = 220,000). AID 1416;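 active = inhibition above the mean inhibition of all tested compounds plus 3 SD, set separately per screening campaign, cut at about 2.9% in these data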;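 note: PERK kinase domain activated by AP20187 dimerizer at 100 nM; 0% = DMSO with dimerizer and 100% = rapamycin at 8.4 µM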
Target sequence (Q9NZJ5 whole entry, looked up, the tested form may be a part): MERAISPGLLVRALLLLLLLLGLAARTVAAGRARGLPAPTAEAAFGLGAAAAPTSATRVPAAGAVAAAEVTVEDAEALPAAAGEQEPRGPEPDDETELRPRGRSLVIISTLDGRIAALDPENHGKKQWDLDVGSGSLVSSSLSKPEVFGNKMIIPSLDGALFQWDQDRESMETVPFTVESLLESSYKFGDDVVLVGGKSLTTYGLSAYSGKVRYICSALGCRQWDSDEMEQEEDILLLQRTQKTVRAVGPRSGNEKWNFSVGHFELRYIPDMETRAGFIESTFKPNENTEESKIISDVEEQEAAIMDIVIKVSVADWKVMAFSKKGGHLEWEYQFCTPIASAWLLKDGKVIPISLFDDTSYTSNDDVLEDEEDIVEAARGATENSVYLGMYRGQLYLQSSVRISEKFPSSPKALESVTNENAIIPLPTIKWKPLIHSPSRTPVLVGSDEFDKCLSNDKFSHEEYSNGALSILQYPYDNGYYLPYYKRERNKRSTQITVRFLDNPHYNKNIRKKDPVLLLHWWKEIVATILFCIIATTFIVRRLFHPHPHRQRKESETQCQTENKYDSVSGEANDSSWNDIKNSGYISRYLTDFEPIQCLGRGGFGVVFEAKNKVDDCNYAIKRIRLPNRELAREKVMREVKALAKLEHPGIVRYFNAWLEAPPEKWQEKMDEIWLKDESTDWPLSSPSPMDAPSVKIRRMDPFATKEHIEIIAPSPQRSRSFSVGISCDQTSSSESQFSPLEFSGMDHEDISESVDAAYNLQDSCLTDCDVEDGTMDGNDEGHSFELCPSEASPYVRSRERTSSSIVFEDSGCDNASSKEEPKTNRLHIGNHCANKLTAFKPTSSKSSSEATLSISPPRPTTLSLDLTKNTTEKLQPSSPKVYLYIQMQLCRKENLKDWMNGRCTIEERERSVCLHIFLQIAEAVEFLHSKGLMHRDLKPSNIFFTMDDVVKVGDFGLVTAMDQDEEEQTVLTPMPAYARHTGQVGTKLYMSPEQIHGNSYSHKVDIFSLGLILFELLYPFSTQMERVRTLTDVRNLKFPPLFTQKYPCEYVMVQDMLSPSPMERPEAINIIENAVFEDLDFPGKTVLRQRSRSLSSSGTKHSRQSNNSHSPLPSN
Ba/F3 V617F tox – loss of viability in JAK2V617F-driven Ba/F3 cells; Ba/F3 EpoR-JAK2V617F viability, ATP luminescence; actives 1.1% (n = 220,000); inhibition, % at 5.6 µM;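 active = inhibition above the campaign mean plus 3 SD over all tested compounds, cut at about 24% in these data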;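 note: cytokine-independent growth of Ba/F3 cells driven by EpoR plus mutant JAK2; 0% = DMSO-treated cells and 100% = JAK inhibitor I control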
Wee1 degr inh – inhibitors of human Wee1 degradation; P30291; actives 1.2% (n = 220,000); HeLa Luc-Wee1K328M stability, luciferase luminescence; 100% = proteasome inhibitor MG132 effect; reporter increase, % at 5 µM;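 active = activation above the mean of all tested compounds plus 3 SD, set per screening run, cut at about 8.8% in these data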;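 note: cells exposed to compound for 20 h before luminescence read; 0% = DMSO alone and 100% = MG132 at 30 µM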
NPY2 pot ag – potentiates or activates human NPY-Y2 receptor; actives 0.45% (n = 220,000); activation, % at 3.6 µM; P49146; cells expressing NPY-Y2, potentiator/agonist read-out; in the data active = activation above about 27%;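 note: cells stimulated with NPY near EC25 plus isoproterenol at EC100; 0% = vehicle plus submaximal agonist and 100% = vehicle plus saturating agonist; some results beyond the cut were filed as inactive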
BaF3 tox – parental Ba/F3 viability inhibition as JAK2V617F counter-screen; CellTiter-Glo ATP luminescence; inhibition, % at 5.6 µM; actives 1.1% (n = 220,000); AID 1486;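 active = inhibition above a per-campaign cutoff, the mean inhibition of all tested compounds plus 3 SD, cut at about 27% in these data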;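 note: 0% = DMSO wells and 100% = JAK Inhibitor I control wells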
S1P4 antag – antagonists of human S1P4 receptor; S1P4-expressing cells, antagonist mode, reporter read-out; inhibition, % at 4.98 µM; actives 0.26% (n = 220,000); AID 1510; in the data active = inhibition above about 29%;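 note: 0% = wells stimulated with agonist and 100% = vehicle wells without agonist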
eIF4E 4G PPI – eIF4E/eIF4G interaction inhibition in translation initiation | TR-FRET eIF4E-eIF4GI(517-606) binding, 2 h | inhibition, % at 21.7 µM | actives 0.37% (n = 220,000) | AID 782;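 active = inhibition above about 30%, limit read from the data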;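 note: 0% = full FRET control wells and 100% = background wells lacking eIF4GI fragment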
MDM2 E3 inh – Mdm2 E3 ligase (human) inhibition; Q00987; cell-based MDM2 ubiquitination luciferase reporter, 2 h; 0 = plate control, 100 = twice control, blank-subtracted; signal enhancement, % at 5 µM; actives 0.11% (n = 210,000);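 active = signal enhancement of 30% or more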;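 note: luminescence tracks abundance of the self-degrading MDM2-luciferase fusion protein; higher signal means inhibition of MDM2 E3 ligase activity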
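System: stable MDM2–luciferase fusion reporter cells / Input: 2000 cells seeded into each well / Schedule: 4 h settle plus 2 h compound, 37 °C / Compound: single-point 5 µM / Buffer or medium: cells held in DMEM / Benchmarks: control and blank well means / Evaluation: percent signal gain over controls, blank-subtracted / Measured by: luciferase luminescence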
Numbers without * were called inactive; . = not tested or not shown; [ ] = another dose, or the depositor's remark.

SMILES	S1P4 ag	PERK inhibitor	Ba/F3 V617F tox	Wee1 degr inh	NPY2 pot ag	BaF3 tox	S1P4 antag	eIF4E 4G PPI	MDM2 E3 inh
CN(C)C(=O)c1ccc(NC(=O)c2cncc(Br)c2)cc1	-2.0	0.1	-5	0	8	-3	-4	-2	-8
CCN(CC)C(NC(=O)Cc1ccccc1)C(Cl)(Cl)Cl (stereo not drawn)	-1.2	0.3	5	-1	2	6	-18	13	-3
CN(C(=S)NC1=CCS(=O)(=O)C1)C1CCCCC1	1.2	1.0	-3	2	12	0	11	2[fluorescence artefact?]	.
O=C(Nc1ccccc1F)c1ccc(Cn2cc(Br)cn2)cc1	-2.0	1.6	2	3	-14	4	-8	-2	-28
Cc1nc(N2CCCCC2)c2c(C)c(C(=O)Nc3cccc(C(F)(F)F)c3)sc2n1	-4.0	-0.2	8	1	-6	5	11	0	-5
CCN(CC)c1ccc(/C=C/C(=O)c2ccc(Br)cc2)cc1	-1.1	1.7	-5	-1	-2	5	1	-2	-10
COc1cc(NC(=O)c2ccc(Cl)cc2)c(OC)cc1NC(=O)CN1CCOCC1	0.2	-1.0	-1	0	4	3	-15	5	-11
CC1Cc2ccccc2N1C(=O)CSc1nnc(-c2ccccc2)c(-c2ccccc2)n1 (stereo not drawn)	-0.2	-1.0	3	-1	-8	7	2	-5[fluorescence artefact?]	-22
O=C(CSc1cccc2cccnc12)N/N=C/c1cccc(O)c1	1.7	-0.5	0	0	5	2	-23	-6	-15
COc1ccc(CCNc2nc3ccccc3n3nnnc23)cc1OC	0.0	0.3	2	3	-1	3	-10	3	-8
COc1ccccc1CNC(=O)CNCC1CCCO1 (stereo not drawn)	-0.5	0.5	-1	0	3	4	-13	1[fluorescence artefact?]	-6
O=C1C2C(C(=O)N1/N=C/c1cc([N+](=O)[O-])c(O)cc1O)C1C=CC2C12CC2 (stereo not drawn)	0.6	0.2	4	-1	4	1	-5	7	-1
CCOC(=O)c1[nH]c(=O)c2ccccc2c1O	1.7	1.2	-2	1	-11	2	-3	-2	-18
Cc1cc(C)cc(NC(=O)COC(=O)CCc2ccc(S(=O)(=O)N3CCOCC3)cc2)c1	-0.6	0.1	-2	-3	1	0	13	-1	-8
COC(CNC(=O)c1ccc2c(c1)ncn2-c1ccc(F)cc1F)OC	0.6	1.2	-2	0	-1	-1	-3	2	-5
CC(=O)N1CCN(Cc2nc3cc(NC(=O)c4ccccc4Cl)ccc3n2C)CC1	1.3	0.3	-5	2	1	3	-10	-3	3
CCN=C1SC(C(=O)Nc2ccc(Cl)c(Cl)c2)CC(=O)N1CC (stereo not drawn)	1.2	1.2	-1	1	-3	1	-16	0	-16
COc1ccc(NC(=O)CSc2nnc(Cn3cnc([N+](=O)[O-])n3)n2C)cc1	-0.7	0.8	-1	2	2	6	-2	0	-11
CCc1ccc(NC(=O)Cn2c3[n+](c4c(F)c(F)ccc42)CCCCC3)cc1	0.9	0.5	-6	-1	9	3	-3	0	0
CCCCN(C)C(=O)c1nc2ccccn2c1CN1CCN(C/C=C/c2ccccc2)CC1	0.0	0.8	-1	-1	-15	1	-10	1	-8
O=C(Nc1cccnc1)c1cc(-c2ccc(Cl)cc2)on1	0.4	1.2	0	-3	3	3	-21	-7	-31
CCCNC(=O)C(=O)NCC1CCCN1CC (stereo not drawn)	1.9	1.4	-1	-3	10	3	-11	-1	-15
CCOC(=O)C1=C(C)N(C)C(=S)NC1c1cccc(Cl)c1Cl (stereo not drawn)	0.4	-0.3	0	-2	-9	5	8	-1	-6
Fc1ccc(C(c2nnnn2C2CCCC2)N2CCN(Cc3ccncc3)CC2)cc1 (stereo not drawn)	0.2	-0.2	0	2	-1	4	-9	-2	-15
O=C(NC1CCCc2ccccc21)C1CCC(CNc2c(N3CCOCC3)c(=O)c2=O)CC1 (stereo not drawn)	-1.5	0.0	1	0	6	4	-7	-2	0
The list goes on.
SMILES	S1P4 ag	PERK inhibitor	Ba/F3 V617F tox	Wee1 degr inh	NPY2 pot ag	BaF3 tox	S1P4 antag	eIF4E 4G PPI	MDM2 E3 inh
O=C(Oc1ccc(OC(=O)N2CCCCC2)cc1)c1ccccc1	-1.1	1.1	-1	1	-7	4	-23	1	-5
COc1ccc(CN=CC2=C(O)CC(C)(C)CC2=O)cc1	0.9	0.2	-1	-2	4	1	-26	3	-19
O=C(NNC(=O)C1CCN(S(=O)(=O)c2ccc(Cl)cc2)CC1)c1ccncc1	-0.6	1.0	-2	-3	0	3	3	2	1
CCN(CC)c1c([N+](=O)[O-])ncn1C	-2.5	-0.3	-5	-2	2	-1	5	0	-17
O=C(CCCOc1ccccc1)Nc1nccs1	-1.4	0.4	-4	4	-3	1	-15	1	-8
Cc1nc2c(c(=O)n1CCC1=CCCCC1)c1nc3ccccc3nc1n2/N=C/c1ccco1	1.4	-0.5	-1	-2	-1	9	-106	.	-29
CC(=O)Cn1ncc(N2CCOCC2)cc1=O	1.9	0.6	-1	0	0	9	-6	5	-21
CCOC(=O)N1CCC(NS(=O)(=O)c2cc(Br)cnc2N)CC1	0.7	0.3	-3	-1	16	3	-2	5	-24
COc1ccc(CN2CCN(c3ccccn3)CC2)c(OC)c1C	-0.4	-0.5	-5	0	-22	0	-12	2	-24
OC1CCN(CC(O)C(F)(F)F)CC1 (stereo not drawn)	-1.6	0.6	-3	1	10	-1	-8	-2	-10
O=C(O)C1=C[C@H](c2ccc(Br)cc2)C[C@H](OCc2ccc(CO)cc2)O1	-1.0	0.2	0	0	-32	4	9	1	.
CCCCSc1nnc([C@@H]2CCCN2C(=O)OC(C)(C)C)o1	1.5	-0.1	0	0	1	3	6	-3	-12
Cn1c(SCC(=O)Nc2cccnc2)nnc1-c1ccccc1F	-0.7	0.8	-4	-2	14	2	2	0	-6
CCOc1cccc(NC(=O)/C(C#N)=C/c2cccnc2)c1	0.3	1.1	-2	-2	17	-16	-11	-4	.
O=C(/C=C/Nc1ccccc1F)c1ccc(Br)cc1	-0.1	0.4	-3	0	-9	3	-9	14	-61
COc1ccc(OC)c(S(=O)(=O)Nc2cc(Cl)cc(Cl)c2)c1	3.3	-0.1	8	0	0	10	-27	5	-3
CCOc1ccccc1NC(=O)C(Sc1ccccc1)c1ccccc1 (stereo not drawn)	1.2	-0.1	1	3	-25	0	-10	7	6
Cc1ccc(-n2c(Cc3ccccc3)n[nH]c2=S)cc1	-1.4	0.0	-1	-1	-6	4	-16	-4	1
NC(=O)NOCc1ccc(F)cc1Cl	-0.1	0.9	-2	-1	3	1	-5	3	1
CCOC(=O)N1C(=O)c2cc(OC)ccc2S1(=O)=O	0.7	0.3	-2	-3	-14	2	-14	4	-6
COc1ccc(CN2CC(C(=O)NCCc3ccccc3)CC2=O)cc1 (stereo not drawn)	-1.4	0.7	3	-2	-8	8	-3	-1[fluorescence artefact?]	-20
Cc1ccc2c(CC(=O)Nc3cccc(S(=O)(=O)N4CCOCC4)c3)coc2c1	-1.2	-0.2	4	1	3	2	-9	3	-8
CC(=O)Nc1ccc(S(=O)(=O)NC2=NCN(C)CN2)cc1	-0.2	0.5	1	1	3	1	-9	-6	-13
Cc1nc2ccc(C(=O)O)cc2[nH]1	0.6	0.6	-8	0	6	0	1	2	-23
C=C[C@@](C)(O)CC[C@@H]1[C@@]2(C)CCCC(C)(C)[C@@H]2CC[C@@]1(C)O	0.3	0.3	4	3	-14	-9	-11	2	-15
(continued)
SMILES	S1P4 ag	PERK inhibitor	Ba/F3 V617F tox	Wee1 degr inh	NPY2 pot ag	BaF3 tox	S1P4 antag	eIF4E 4G PPI	MDM2 E3 inh
CCN(CC)c1ccc(NC(=O)COc2ccccc2C#N)cc1S(=O)(=O)Nc1ccccc1OC	0.0	-1.1	-1	2	-2	4	-21	-6	-14
CCCc1nc2ccccc2c(C(=O)O)c1CC	-2.2	0.1	3	-4	0	0	0	0	-10
COc1ccc(OCC(=O)Nc2ccc(S(=O)(=O)Nc3cc(C)nc(C)n3)cc2)cc1	-0.7	0.4	-4	3	-4	10	-4	1	-4
COc1ccccc1NC(CC(=O)c1ccccc1)C(=O)OCC(=O)c1ccc(Br)cc1 (stereo not drawn)	1.0	1.2	-6	1	-18	0	-11	-10	-19
Cc1cc(C)c(C(=O)CSc2nnc(-c3cccnc3)n2C)c(C)c1	1.2	-1.6	3	1	-4	7	9	13	.
O=C1NC(c2ccccn2)Nc2sc3c(c21)CCC3 (stereo not drawn)	-0.7	0.1	5	-2	4	8	-18	0[fluorescence artefact?]	0
COC(=O)CCC/C=C1\SC[C@@H](NC(=O)c2ccccc2)C1NC(C)=O (stereo partly drawn)	2.3	0.1	-2	0	0	1	10	2	-12
CC(=O)c1cnc2scnn2c1=O	0.8	0.7	-3	-2	-8	1	-19	8	-5
O=C(NC12CC3CC(CC(C3)C1)C2)c1cc2nc(-c3ccco3)cc(C(F)(F)F)n2n1	-0.1	1.6	-2	-2	10	1	-4	9[fluorescence artefact?]	-1
COc1ccc(C2C(C#N)=C(N)OC3=C2C(=O)CC(C)C3)c(OC)c1OC (stereo not drawn)	1.8	0.2	-3	-2	6	-2	1	-2[fluorescence artefact?]	-13
COc1ccccc1Oc1ccc2c(c1)C(=O)N(c1cccc(O)c1)C2=O	5.1	-0.6	1	-4	0	4	-8	9	-5
CC(C)C[C@H](NC(=O)NCc1ccccc1Cl)C(=O)O	1.2	2.0	1	-1	13	5	-21	8[fluorescence artefact?]	7
CC(C)c1ccc(OC(=O)NCCO)cc1	-1.9	0.7	-4	-3	2	4	-3	-16	-19
O=C(CSc1nnc(SCc2ccccc2)s1)N/N=C/c1ccc(C(=O)O)cc1	1.7	0.6	-1	3	-9	-1	2	1	-52
COC(=O)C(Cc1ccccc1)NC(=O)c1ccc(C)cc1 (stereo not drawn)	-0.9	1.0	6	-3	-17	12	4	-1	-8
O=C(NC(Cc1c[nH]c2ccccc12)C(=O)N/N=C/c1cccnc1)c1cccs1 (stereo not drawn)	0.4	1.9	-2	3	-1	4	-3	2	-7
CCOC(=O)c1c(C)oc2c(F)c(F)c(F)c(F)c2c1=O	0.0	0.9	2	-1	0	5	1	-7	-16
COCCn1c(SCC(=O)c2ccc(CNC(C)=O)o2)nc2ccccc2c1=O	-0.9	-1.2	-1	1	-5	7	-9	3	-13
CCOC(=O)C1=C(C(F)(F)F)Nc2ncnn2C1c1ccc(OC)c(OC)c1OC (stereo not drawn)	3.1	0.6	-1	-2	14	2	-12	2	-2
Cc1cccc(C)c1-n1c(C)nn(Cc2ccc([N+](=O)[O-])cc2)c1=O	1.2	0.1	1	-4	2	7	-5	-2	-7
O=C(COC(=O)CNC(=O)c1ccc(Br)o1)Nc1ccc2c(c1)OCCO2	1.7	1.6	-2	-2	-2	0	-13	3[fluorescence artefact?]	2

Another view of 4 compounds above.
mol | S1P4 ag | PERK inhibitor | Ba/F3 V617F tox | Wee1 degr inh | NPY2 pot ag | BaF3 tox | S1P4 antag | eIF4E 4G PPI | MDM2 E3 inh
O=C(Nc1cccnc1)c1cc(-c2ccc(Cl)cc2)on1 | 0.4 | 1.2 | 0 | -3 | 3 | 3 | -21 | -7 | -31
CCCNC(=O)C(=O)NCC1CCCN1CC (stereo not drawn) | 1.9 | 1.4 | -1 | -3 | 10 | 3 | -11 | -1 | -15
CCOC(=O)C1=C(C)N(C)C(=S)NC1c1cccc(Cl)c1Cl (stereo not drawn) | 0.4 | -0.3 | 0 | -2 | -9 | 5 | 8 | -1 | -6
Fc1ccc(C(c2nnnn2C2CCCC2)N2CCN(Cc3ccncc3)CC2)cc1 (stereo not drawn) | 0.2 | -0.2 | 0 | 2 | -1 | 4 | -9 | -2 | -15
